# ERAP1 inh = blocks human ERAP1 aminopeptidase activity | recombinant ERAP1, Leu-AMC fluorescence, 60 min | inhibition, % at 10.7 µM | 0.15% of 340,000 active | AID 652197;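 active = mean replicate inhibition of at least 30%, or all replicates individually reaching that 30% level; inactive = mean below 30% and not every replicate reaching it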;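 note: 0% = neutral control wells and 100% = L-leucinethiol positive control wells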
# E-selectin induc = E-selectin induction on HUVECs; HUVEC E-selectin immunofluorescence imaging; normalized: neutral wells 0, TNF-alpha wells 100; activation, % at 7.58 µM; 0.37% of 260,000 active; AID 686992;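 active = mean E-selectin-positive cell signal at least 10% of the positive control, reached in at least 60% of replicates, without over 20% cell loss; inconclusive = no rule given, readout overlaps actives, possibly toxicity-flagged; inactive = the rest, including those meeting only one limit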;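 note: in these data hits start at about 27%; measured in HUVEC primary endothelial cells; signal is the percent of cells scored E-selectin positive by PE staining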
# Target sequence (P16581 whole entry, looked up): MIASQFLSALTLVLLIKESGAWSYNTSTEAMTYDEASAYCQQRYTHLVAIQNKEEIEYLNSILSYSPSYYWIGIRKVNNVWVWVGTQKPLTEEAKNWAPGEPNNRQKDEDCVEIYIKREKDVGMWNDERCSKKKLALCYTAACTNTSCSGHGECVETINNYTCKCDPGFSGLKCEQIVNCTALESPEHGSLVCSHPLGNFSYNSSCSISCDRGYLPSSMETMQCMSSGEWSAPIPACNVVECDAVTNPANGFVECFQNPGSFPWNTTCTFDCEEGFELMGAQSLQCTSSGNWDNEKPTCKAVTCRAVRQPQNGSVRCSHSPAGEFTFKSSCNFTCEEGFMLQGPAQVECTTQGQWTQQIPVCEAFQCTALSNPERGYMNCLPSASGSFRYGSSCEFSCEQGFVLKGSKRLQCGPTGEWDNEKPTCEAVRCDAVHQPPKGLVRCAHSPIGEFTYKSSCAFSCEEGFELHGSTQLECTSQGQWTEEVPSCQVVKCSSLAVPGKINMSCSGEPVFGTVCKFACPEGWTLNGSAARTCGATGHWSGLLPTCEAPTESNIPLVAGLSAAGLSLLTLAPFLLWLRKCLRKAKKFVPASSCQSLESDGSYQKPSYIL
#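 Test system: HUVEC | Signal: Immunofluorescence imaging | Read-out: Percent E-selectin-positive cells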
# S100A4 inh HTS = inhibitors of human S100A4 binding to myosin IIA peptide | P26447 | S100A4/TAMRA-MyoIIA peptide fluorescence polarization | inhibition, % at 10.7 µM | 0.14% of 360,000 active | AID 652163;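 active = mean inhibition of at least 70% across replicates, with every replicate also reaching that level; inconclusive = mean inhibition reaches 70% but some replicates fall short; inactive = mean inhibition below 70%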
#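 Compound dosing: one dose per compound; test system: human S100A4 monomer with TAMRA-labelled myosin IIA peptide; probe or stimulus: TAMRA-labelled myosin IIA heavy-chain peptide probe, 5 nM; medium: HEPES buffer with Ca2+, pH 7.2; schedule: 5 min incubation before reading; benchmarks: neutral control DMSO, positive control TFP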
# esBAF inh = blocks esBAF chromatin remodeling in mouse ES cells; Bmi1-luciferase knock-in reporter, 24 h; 100% = twice the neutral-well signal; AID 602393; 2% of 350,000 active; reporter increase, % at 12.5 µM; in the data active = activation above about 40%; inconclusive = no clear call, values can overlap the other calls;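 note: 0% = median of the plate's neutral control wells and 100% = double that signal; a rise in the Bmi1 reporter signal indicates esBAF inhibition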
# ERp5 block = inhibitors of human ERp5. ERp5 insulin aggregation, absorbance 650 nm, 90 min. inhibition, % at 9.99 µM. 0.05% of 350,000 active. AID 651711;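 active = mean replicate inhibition above about 25%, with every replicate also reaching it, limit read from the data, passing the limit was not always enough; inconclusive = only one of those two criteria met; inactive = neither criterion met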
# Target sequence (Q15084 whole entry, looked up): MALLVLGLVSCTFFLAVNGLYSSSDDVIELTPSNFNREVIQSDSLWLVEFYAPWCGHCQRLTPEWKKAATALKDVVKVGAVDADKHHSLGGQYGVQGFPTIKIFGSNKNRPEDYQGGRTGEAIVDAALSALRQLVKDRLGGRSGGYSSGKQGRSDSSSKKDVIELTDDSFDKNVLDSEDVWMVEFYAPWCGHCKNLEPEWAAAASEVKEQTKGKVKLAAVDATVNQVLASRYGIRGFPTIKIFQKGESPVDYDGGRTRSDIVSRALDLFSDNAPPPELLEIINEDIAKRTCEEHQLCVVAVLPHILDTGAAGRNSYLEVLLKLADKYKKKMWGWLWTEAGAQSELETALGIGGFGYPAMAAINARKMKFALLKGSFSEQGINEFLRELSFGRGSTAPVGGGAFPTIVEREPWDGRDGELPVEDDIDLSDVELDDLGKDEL
# RAD54 branch = RAD54 (human) branch migration inhibition; Q92698; RAD54 Holliday junction branch migration, FAM/BHQ fluorescence; inhibition, % at 10.4 µM; 0.14% of 360,000 active;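 active = mean normalized replicate activity at least 40 and at least half of replicates scoring 40 or more; inconclusive = only one of the two criteria met; inactive = mean below 40 and under half of replicates reaching 40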;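 note: 0% = median of neutral control wells and 100% = median of positive control wells; inhibitors cause a drop in the FAM fluorescence signal; in these data hits start at about 50%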
# XiGFP reactiv = activators of X-chromosome reactivation in mouse fibroblasts. XiGFP mouse fibroblasts, % GFP-positive cells imaging, 3 d; cells co-treated with 5-aza-dC sensitizer; scaled so ellipticine positive control = 100%. activation, % at 7.58 µM. 0.055% of 360,000 active;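 active = mean normalized replicate activation at least 10% and every replicate at or above 10%; inconclusive = only one of the two criteria met; inactive = mean below 10% and not all replicates reach 10%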;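 note: 0% = median of on-plate neutral control wells and 100% = ellipticine 6 µM median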
#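 Assay system – SV40-immortalized XiGFP fibroblast cells, line 68-5-11 · Buffer or medium – DMEM supplemented with 5-aza-dC as sensitizing agent · Dosing – one concentration, pinned · Benchmarks – positive control ellipticine, 6 µM final · Times – 3 days compound exposure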
# RAD52 anneal inh = RAD52 (human) annealing inhibition | P43351 | recombinant RAD52 DNA annealing, FRET fluorescence | inhibition, % at 18.7 µM | 0.46% of 360,000 active | AID 651710;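 active = every replicate showing at least 50% inhibition; inconclusive = mean inhibition at least 50% but not in every replicate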
# An asterisk follows results filed as active; ? = inconclusive; . = not tested or not shown.
SMILES,ERAP1 inh,E-selectin induc,S100A4 inh HTS,esBAF inh,ERp5 block,RAD54 branch,XiGFP reactiv,RAD52 anneal inh
O=C(CC(=O)N/N=C/c1cccs1)NCc1ccccc1,7,0.2,-6,-2,10,.,0.1,-13
CCCNC(=O)C[C@H]1CC[C@H]2[C@@H](COC[C@@H](O)CN2Cc2cccc(F)c2)O1,-1,0.0,6,1,-2,-1,0.3,-1
COc1ccc2c3c([nH]c2c1)[C@H](CO)N(C(=O)Nc1cccc(F)c1)CC31CN(S(=O)(=O)c2cccc(C)c2)C1,2,-0.9,6,.,4,.,0.3,-11
Cc1noc(C)c1S(=O)(=O)Nc1ccc2c(c1)CC(=O)N([C@@H](C)CO)C[C@@H](C)[C@@H](CN(C)C(=O)Nc1ccccc1)O2,4,-0.1,-5,-2,8,.,-1.1,-18
O=[N+]([O-])c1ccc(CN2CCN(c3ccc4ccccc4n3)CC2)cc1,4,-0.7,0,.,7,.,0.0,12
C[C@H](CO)N1C[C@H](C)[C@@H](CN(C)S(=O)(=O)CC(F)(F)F)OCc2ccccc2-c2ccccc2C1=O,-2,.,17,-3,-6,-2,.,.
CCCOc1cccc(C(=O)Nc2ccc(CN3CCOCC3)cc2)c1,0,.,2,6,1,1,0.0,-30
COC(=O)c1ccc(CO/N=C/c2ccc(OC)cc2OC)cc1,-4,0.1,-1,-20,6,-4,0.0,-7
O=C(c1cccc(NS(=O)(=O)c2ccc(F)cc2)c1)N1CCN(c2ccccc2)CC1,3,.,-3,0,13,1,0.2,-7
O=C1CC(c2ccc(F)cc2)CC2=C1C(c1ccc([N+](=O)[O-])o1)Nc1ccccc1N2 (configuration not stated),3,0.8,-2,-1,2,-13,-0.1,-5
C[C@@H]1CCCCO[C@H](CN(C)C(=O)NC2CCCCC2)[C@@H](C)CN([C@@H](C)CO)C(=O)c2cc(NS(=O)(=O)c3cn(C)cn3)ccc2O1,5,-0.1,16,-1,6,-9,-0.2,-8
Cc1ccc(S(=O)(=O)Nc2ccc3c(c2)C(=O)N([C@@H](C)CO)C[C@H](C)[C@H](CN(C)S(=O)(=O)c2ccc(Cl)cc2)O3)cc1,.,-0.2,-5,.,.,.,-1.1,24
COc1ccc2c3c(n(C)c2c1)[C@H](CO)N(Cc1ccc2c(c1)OCO2)CC31CCN(C(C)=O)CC1,5,-0.4,-2,.,4,.,0.4,-2
O=[N+]([O-])c1ccc(Nc2cccc(F)c2)nc1,2,-0.1,-3,3,?,-4,0.1,7
CNC[C@H]1Oc2ncc(-c3ccccc3C)cc2C(=O)N([C@H](C)CO)C[C@H]1C,0,0.4,-10,8,0,-5,0.0,-3
C[C@@H]1CN([C@H](C)CO)C(=O)c2c(c3ccccc3n2C)-c2ccccc2CO[C@@H]1CN(C)Cc1ccc2c(c1)OCCN2C,-2,-0.4,6,.,-7,.,-0.6,45
COc1ccc(NC(=O)N(C)C[C@H]2Oc3ccc(NS(C)(=O)=O)cc3CC(=O)N([C@H](C)CO)C[C@@H]2C)cc1,0,-0.1,5,1,-9,-9,0.1,-3
CC(=O)C[C@H](O)CC(=O)[C@H]1OC(=O)[C@H](C)C/C=C\Cc2ccccc21,1,-0.2,-1,.,6,-3,0.0,-10
CCn1cc(CN2CCN(Cc3ccc(C)o3)C(CCO)C2)c2ccccc21 (configuration not stated),-3,6.0,1,.,-6,.,0.0,-25
CC(C)(C)NC(=O)C(OC(=O)c1ccco1)c1ccccc1F (configuration not stated),4,0.3,-1,-1,3,3,0.0,5
COC(=O)c1nnn(-c2nonc2N)c1CSc1nnc(C)s1,1,3.0,3,.,3,.,0.3,-11
COc1ccc(C(=O)N/C(=C\c2ccccc2)C(=O)NCCCn2ccnc2)cc1,-2,.,-1,-11,0,-3,0.1,2
Cc1cc(C)nc(SCC(=O)c2ccc(F)cc2F)n1,9,0.3,3,6,-18,-4,0.1,-4
C[C@@H]1CN([C@@H](C)CO)C(=O)c2cc(NS(=O)(=O)c3ccc(F)cc3)ccc2O[C@@H]1CN(C)S(=O)(=O)c1cccs1,-4,-3.3,-49,2,-5,-2,-0.5,-9
CC(C)(C)NC(=O)NC(=O)COC(=O)Cn1cnc2ccccc2c1=O,0,.,1,.,-2,.,0.1,-3
CC(=O)Nc1cccc(-c2ccnc3c2CC(C(=O)NCC2CCOCC2)O3)c1 (configuration not stated),2,-0.1,-1,1,-9,-4,0.0,0
CCOc1cc(/C=C2\COc3ccccc3C2=O)cc(Br)c1OCC(=O)N(C)C,-3,0.7,4,-25,3,2,0.1,-3
O=C(C[C@H]1C=C[C@@H](NS(=O)(=O)c2ccc(F)cc2)[C@@H](CO)O1)N1CCc2ccccc2C1,1,1.4,33,.,.,.,0.4,-3
C[C@@H]1CCCCO[C@@H](CN(C)S(=O)(=O)c2cccs2)[C@@H](C)CN([C@@H](C)CO)C(=O)c2cc(N(C)C)ccc2O1,-8,0.0,-7,-1,-1,-1,-1.2,12
O=C1CCCCN1CC(=O)N1CCCC(Nc2ccc(F)c(F)c2)C1 (configuration not stated),-3,.,-1,-1,4,-11,0.2,-5
COc1cccc(Oc2nnnn2-c2ccccc2)c1,0,.,53,58*,2,2,.,-9
CC[C@]12C(=O)N(C)C[C@H]([C@@H]3C(=O)N(C)C(=O)[C@@H]31)N2C(=O)c1ccc(F)cc1,1,0.2,-6,-3,4,-12,0.3,-18
Cc1cc(C(=O)OCC(=O)Nc2cccc([N+](=O)[O-])c2)c(C)o1,-1,0.1,1,-4,1,0,0.1,-11
CN1C(=O)c2cc(NC(=O)c3cscn3)ccc2OC[C@@H]2O[C@@H](CC(=O)NCC3CC3)CC[C@H]21,.,0.0,.,3,.,2,0.3,.
O=C(CN(Cc1ccc(Cl)cc1)S(=O)(=O)c1ccccc1)NCC1CCCO1 (configuration not stated),1,-0.1,9,0,2,-6,1.0,4
Cc1c(C(c2ccccc2O)c2c(C)n(C)n(-c3ccccc3)c2=O)c(=O)n(-c2ccccc2)n1C,6,0.9,-1,-3,0,-7,0.0,-5
Cc1ccc(S(=O)(=O)N(C)C[C@@H]2OCCCC[C@H](C)Oc3ccc(NC(=O)Nc4c(C)noc4C)cc3C(=O)N([C@@H](C)CO)C[C@@H]2C)cc1,3,.,-15,1,24,6,0.0,-24
C/C=C\C(=O)Nc1cccc(C2=NOC3(C2)C[C@H](C(N)=O)N(C(=O)/C=C/CC)C3)c1 (some centres not stated),.,1.4,-2,-3,1,-9,0.1,16
Cc1cc(OCC(=O)NCc2cccnc2)ccc1[N+](=O)[O-],2,-0.2,4,6,-4,-5,0.3,-4
COc1cccc(C(=O)Nc2ccc3c(c2)C(=O)N(C)[C@@H]2CC[C@H](CC(=O)NCC4CC4)O[C@@H]2CO3)c1,0,-0.1,10,5,-3,-1,0.2,8
C[C@H](CO)N1C[C@H](C)[C@@H](CN(C)C(=O)c2ccccc2)Oc2ncc(/C=C/c3ccccc3)cc2C1=O,1,-0.3,-14,0,-20,-3,-0.2,14
COc1ccccc1-c1ccc([C@H]2[C@H](C#N)N(C(=O)C3CCC3)[C@H]2CO)cc1,2,0.4,2,-4,3,-22,0.0,-12
CNc1ncc(C(=O)c2ccccc2)s1,5,.,14,34,4,0,.,-8
CC1CCCCN1C(=O)COc1ccc(F)cc1 (configuration not stated),-4,.,2,.,2,.,0.0,-15
CCCCN1C(=O)C(=O)NC[C@@H]1Cc1ccc(O)cc1,1,-0.1,-2,.,2,.,0.0,-7
Cc1cc(S(=O)(=O)Nc2cccc(C(=O)O)c2)c(C)c(S(=O)(=O)c2ccc(Cl)cc2)c1,-3,1.8,2,0,0,-4,0.0,-10
CO[C@H]1CN(C)C(=O)c2cc(NS(C)(=O)=O)ccc2OC[C@H](C)N(C(=O)C2CCCC2)C[C@H]1C,0,0.0,0,-2,-2,-16,0.2,6
CC(C)C[C@H](NC(=O)N1CCn2c1nc1ccccc12)C(=O)N[C@@H](C(=O)O)c1ccccc1,-4,.,-4,-7,-4,-12,.,-14
C[C@H](CO)N1C[C@H](C)[C@H](CN(C)Cc2ccccc2O)OCc2cn(nn2)CCCC1=O,-2,-0.3,-2,-5,-3,-8,0.6,15
COc1ccc(C(NC(N)=O)c2ccccc2)cc1 (configuration not stated),-3,.,-5,3,7,2,.,-8
CCOc1ccccc1CNC(=O)c1cn(C)c(=O)c2c1c1ccccc1n2C,.,-0.6,6,-7,-3,.,0.6,1
COC(=O)c1ccc(SCc2cnc(Cl)s2)cc1,1,.,-7,22,-1,2,.,-6
CC(C)CC#Cc1ccc2c(c1)O[C@@H](CN(C)Cc1ccc3c(c1)OCO3)[C@H](C)CN([C@@H](C)CO)S2(=O)=O,-7,.,4,-10,-3,6,-0.6,14
Cc1cccc(N2C(=O)CN(Cc3ccccc3)C2=S)c1,2,-0.1,1,-5,5,10,0.0,-3
C[C@@H]1CN([C@@H](C)CO)C(=O)c2cc(C3=CCCC3)cnc2O[C@H]1CN(C)C(=O)c1ccccn1,-2,-0.2,-13,0,3,3,-0.9,3
CCOC(=O)[C@]12CCCC=C1N(Cc1cccc3ccccc13)C(=O)[C@H](CC(=O)N1CCCC1)C2,-1,.,-7,.,3,.,0.0,-9
CNC(=O)C[C@H]1CC[C@H]2[C@@H](COC[C@H](O)CN2S(=O)(=O)c2cccc(Cl)c2)O1,0,0.1,3,-4,1,-1,0.3,6
C/C(CC(=O)Nc1cccc(Cl)c1Cl)=N\NC(=O)C(=O)N1CCCC1,-2,.,-2,-4,4,-5,0.4,0
O=C(Nc1cccnc1)c1c(F)cccc1F,1,.,3,.,5,.,.,-6
COc1ccc(C2CC(c3cccc(OC)c3)=NN2c2ccc(S(N)(=O)=O)cc2)cc1 (configuration not stated),-8,-0.1,-5,5,5,4,0.0,-19
# Remaining list, next part:
SMILES,ERAP1 inh,E-selectin induc,S100A4 inh HTS,esBAF inh,ERp5 block,RAD54 branch,XiGFP reactiv,RAD52 anneal inh
C=CCN1C(=O)c2ccc(C(=O)N3CCN(S(=O)(=O)c4ccc(C(C)C)cc4)CC3)cc2C1=O,-1,-0.3,-4,.,-6,.,0.2,-12
COc1ccc(-n2c(=O)c3ccccc3n(Cc3cccc(C)c3)c2=O)cc1OC,.,-0.6,1,.,-6,-2,.,-9
O=C(c1cc(COc2ccc(F)cc2F)on1)N1CCN(C2CCCC2)C(=O)C1,-3,.,2,.,-17,-10,0.2,-17
Cc1ccc(NC(=O)CSCc2nc3c(nnn3Cc3ccc(F)cc3)c(=O)[nH]2)c(C)c1,-2,0.0,-1,.,-3,.,0.0,-25
CN(C)C(=O)CSc1nc2cc(S(=O)(=O)N3CCOCC3)ccc2o1,-2,-0.1,-6,-4,1,11,0.0,-8
Cc1ccc(C(=O)Nc2cccc([N+](=O)[O-])c2)cc1S(=O)(=O)Nc1ccc(C(=O)O)cc1,2,7.4,0,.,-1,.,0.3,-9
COc1cc(NS(=O)(=O)c2cc(NC(C)=O)ccc2OC)c(OC)cc1NC(=O)c1ccccc1,6,.,-4,1,-3,2,-0.1,-6
O=C(Cc1ccccc1Cl)Nc1cccc(S(=O)(=O)N2CCOCC2)c1,3,-2.9,-1,.,0,.,-0.3,1

# Bioassay records as filed in PubChem.
